V1aR counter – V1a receptor agonism, counter-screen for OXTR agonists; P37288; CHO-V1R cells, Fluo-8 calcium fluorescence, agonist mode; 0% DMSO, 100% 3 nM vasopressin; activation, % at 3 µM; hit rate 0.25% among 320,000;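 active = activation above the mean activation of all tested compounds plus 3 SD, per screening run, cut at about 20% in these data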;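 note: signal is peak over basal fluorescence ratio across a 100 second FLIPR read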
Target sequence (P37288 whole entry, looked up): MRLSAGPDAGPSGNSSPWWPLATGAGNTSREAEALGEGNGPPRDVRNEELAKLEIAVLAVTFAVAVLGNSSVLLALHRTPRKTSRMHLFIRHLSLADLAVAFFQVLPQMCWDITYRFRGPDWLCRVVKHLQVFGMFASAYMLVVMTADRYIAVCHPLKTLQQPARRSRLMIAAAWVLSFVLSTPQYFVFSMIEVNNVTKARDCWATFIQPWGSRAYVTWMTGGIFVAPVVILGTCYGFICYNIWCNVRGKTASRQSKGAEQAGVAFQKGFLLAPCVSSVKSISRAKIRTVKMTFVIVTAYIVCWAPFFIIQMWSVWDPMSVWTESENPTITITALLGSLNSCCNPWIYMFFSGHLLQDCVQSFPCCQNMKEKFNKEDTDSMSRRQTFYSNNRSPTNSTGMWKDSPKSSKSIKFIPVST
TAAR1 agonist – agonists of human TAAR1 | activation, % at 3 µM | AID 624467 | Q96RJ0 | CHO RD-HGA16 TAAR1, Fluo-8 calcium fluorescence; vehicle wells 0%, saturating PEA agonist 100% | hit rate 0.99% among 360,000;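 active = activation above the mean activation of all test compounds in the run plus 3 SD, cut at about 38% in these data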
Target sequence (Q96RJ0 whole entry, looked up): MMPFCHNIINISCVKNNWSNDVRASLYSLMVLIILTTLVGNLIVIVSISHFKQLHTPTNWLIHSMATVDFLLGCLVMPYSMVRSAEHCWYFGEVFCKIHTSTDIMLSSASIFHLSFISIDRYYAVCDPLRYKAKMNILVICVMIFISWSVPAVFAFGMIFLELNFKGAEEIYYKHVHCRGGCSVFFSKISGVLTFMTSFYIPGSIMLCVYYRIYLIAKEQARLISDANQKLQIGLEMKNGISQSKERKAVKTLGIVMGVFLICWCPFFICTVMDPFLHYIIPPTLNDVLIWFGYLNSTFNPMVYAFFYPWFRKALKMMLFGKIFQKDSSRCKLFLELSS
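test system = CHO RD-HGA16 cells carrying human TAAR1 plus Gα16 | schedule = 17-24 h seeding, 75 min 37 °C dye, 30 min RT | compound dosing = 3 µM single concentration | control set = DMSO and PEA EC100 | replicates = n 1 | signal = Fluo-8 fluorescence, 5 s baseline then 140 s kinetic read | measure = percent activation vs PEA EC100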
TAAR1 antagonist – human TAAR1 antagonism; inhibition, % at 3 µM; hit rate 1.5% among 360,000; AID 624466; Q96RJ0; CHO RD-HGA16 TAAR1, Fluo-8 calcium fluorescence, antagonist;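 active = inhibition above a per-plate cutoff, the mean inhibition of test compounds on that plate plus 3 SD, cut at about 49% in these data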;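 note: 0% = DMSO plus EC80 beta-PEA response and 100% = DMSO alone without agonist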
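Material: CHO RD-HGA16 cells bearing hTAAR1; compound dosing: one-point dosing, 3 µM nominal final; schedule: dye loading 75 min at 37 °C, then 30 min room temperature; measured by: calcium fluorescence with Fluo-8; control set: vehicle and agonist controls; replication: n of 1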
CHO-K1 Ca ag – M1 agonist counterscreen hit in parental CHO-K1 cells. Fluo-8 calcium fluorescence; scaled to maximal ATP response, vehicle zero. activation, % at 3 µM. hit rate 0.48% among 360,000; in the data active = activation above about 15%;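 note: untransfected CHO-K1 host cells lacking M1 receptor as counterscreen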
OXTR potentiate – potentiates the human oxytocin receptor response; P30559; CHO-OTR cells, Fluo-8 calcium fluorescence, potentiator mode; 0% = oxytocin EC15, 100% = EC100; activation, % at 3 µM; hit rate 0.061% among 320,000; AID 2445;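 active = activation above that plate's cutoff, the mean activation of tested compounds plus 3 SD, cut at about 6.6% in these data, passing the limit was not always enough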;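 note: 100% uses oxytocin at 75 nM as the full agonist control; some results filed as inactive read as strong as hits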
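test system = CHO-OTR cells, human receptor | compound = single-point 3.0 µM | schedule = 6 min compound pre-incubation at room temperature, 100 s kinetic read | signal = Fluo-8 no-wash calcium dye fluorescence, excitation 470-495 nm, emission 515-575 nm | repeats = single well per compound, singlicate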
CHRM1 agonist – agonists of human M1 muscarinic receptor; P11229; CHO-K1 hM1, Fluo-8 calcium fluorescence, agonist mode; 0% DMSO, 100% acetylcholine EC100; activation, % at 3 µM; hit rate 0.33% among 360,000;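 active = activation above the run's mean compound activation plus 3 SD, cut at about 16% in these data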;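 note: peak over basal fluorescence ratio within a 140 s kinetic read after compound addition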
CHO parental Ca – counter-screen: ATP calcium response change in parental CHO cells | parental CHO-K1, ATP-induced calcium, Fluo-8 fluorescence | inhibition, % at 5.6 µM | hit rate 0.63% among 330,000;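 active = inhibition above that plate's mean sample inhibition plus 3 SD, cut at about 26% in these data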;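 note: 0% = ATP-challenged DMSO wells and 100% = DMSO wells without ATP; some compounds past the cut are filed as inactive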
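Material: Parental CHO cells | Reagent: ATP | Compound dosing: Single nominal dose of 5.6 µM per compound | Detection: Intracellular calcium via Fluo-8 no-wash fluorescent dye | Read-out: % inhibition of ATP-induced calcium mobilization | Benchmarks: Low control ATP plus DMSO, high control DMSO only | Replicates: Singlicate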
M1 PAM parental – counter-screen for M1 PAMs: effect in parental CHO-K1 cells | ATP EC20, Fluo-8 calcium fluorescence; 0% at ATP EC20, 100% at ATP max | activation, % at 3 µM | hit rate 0.02% among 360,000;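 active = activation above the run cutoff, the mean activation of all test compounds plus 3 SD, cut at about 40% in these data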;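 note: peak over basal fluorescence ratio in a 140 s read after ATP addition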
CHO-K1 Ca antag – M1 antagonist counterscreen hit in parental CHO-K1 cells. inhibition, % at 3 µM. hit rate 0.6% among 360,000. ATP-induced calcium, Fluo-8 fluorescence;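 active = inhibition above a per-plate cutoff, the plate's mean sample inhibition plus 3 SD, cut at about 24% in these data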;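 note: 0% = DMSO plus EC80 ATP and 100% = DMSO alone without ATP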
The depositor's hits bear a star; nt = not tested or not shown; & = joins results of further samples. Outcome played no part in choosing rows. Share with any hit: about 3.3%.

SMILES	V1aR counter	TAAR1 agonist	TAAR1 antagonist	CHO-K1 Ca ag	OXTR potentiate	CHRM1 agonist	CHO parental Ca	M1 PAM parental	CHO-K1 Ca antag
CCn1nc(C)c(CN2CCc3c([nH]c4ccccc34)C2c2ccc(F)c(OC)c2)c1C (configuration not stated)	0.3	2	8	1.6	-9	-10	-20	8	-1
Cc1ccc(SCCNS(=O)(=O)c2ccc(F)cc2)cc1	0.3	6	-24	1.4	-5	-2	-15	20	-6
CC(=O)Nc1ccc(S(=O)(=O)NCC(=O)OCC(=O)NCc2ccc3c(c2)OCO3)cc1	-0.4	1	-19	0.0	-5	-1	0	3	-6
CCOC(=O)c1cn(-c2ccccc2)nc1-c1ccncc1	-1.1	3	8	1.1	3	-5	-26	18	-5
CC1(c2nnc(-c3ccncc3)o2)CC(c2ccc([N+](=O)[O-])cc2)=NO1 (configuration not stated)	nt	5	7	0.0	nt	2	nt	3	-11
O=[N+]([O-])c1ccc(SCCc2ccncc2)cc1	2.7&6.4	-1&3	-7&7	2.6&2.6	-6&-3	-2&-1	-3&-8	-15&8	11&3
CC(=O)N1c2ccccc2CCc2ccc(N)cc21	1.4	-1	8	0.9	-10	-4	-4	14	-9
Cc1ccc(S(=O)(=O)N2CC(=O)Nc3ccccc32)cc1C	1.0	6	10	1.1	-4	-5	-4	9	-16
Cc1cc(C)nc(N2CCCC(C(=O)NCc3cccc(C(F)(F)F)c3)C2)n1 (configuration not stated)	0.0	3	-3	0.6	-2	-2	4	-2	-4
COc1ccc(NC(C)=O)cc1NC(=O)CN1CCN(CC(=O)Nc2ccc(Cl)cc2)CC1	-0.4	6	-6	0.1	-13	2	-4	6	-3
CC(=O)c1ccc(Oc2nc3c(c(=O)n(C)c(=O)n3C)n2C)cc1	0.2	1	8	0.7	-8	-4	-3	-10	-6
C=CCNC(=O)c1ccc(Sc2ccc(C)cc2)c([N+](=O)[O-])c1	0.1	1	12	-0.7	-16	-1	-16	4	-4
Cc1c(Cl)cccc1N1C(=O)CC(NNC(=O)c2cccnc2)C1=O (configuration not stated)	-0.5	1	-7	0.4	-9	-5	-7	17	1
C/C(=N/NC(=O)CSc1ccccn1)c1ccc([N+](=O)[O-])cc1	-0.2	1	-9	0.8	-4	-8	-12	22	-3
COc1ccc(N2C(=O)NC3CC2(C)Oc2ccccc23)cc1 (configuration not stated)	-0.5	1	-18	1.5	-1	-2	-14	16	-17
Cc1nn(C(C)C(=O)NCCCN2CCCC2)c(=O)c2nn(-c3ccccc3)c(C)c12 (configuration not stated)	0.8	1	-23	0.9	-10	-6	-15	10	-14
CCCC1C(c2ccco2)NC(c2ccco2)CC1(C)O (configuration not stated)	-0.2	-1	-6	0.0	-14	-3	2	-4	17
CCN1CCCC1Cn1cnc2c([nH]c3ccc(Cl)cc32)c1=O (configuration not stated)	0.6	0	1	0.5	1	-6	-22	11	-9
CCCCC1(C)OC(=O)C(=Cc2ccc(N(C)C)cc2)C(=O)O1 (configuration not stated)	1.6	11	5	-0.1	-4	-3	-9	-3	8
Cc1ccc(OCC(=O)NNC(=O)C(=O)N2CCCC2)c(C)c1	0.9	0	-18	0.4	0	-3	-10	-8	8
CC(=O)NCCNc1nc2cc(-c3ccccc3C)sc2c(=O)n1C	nt	1	-16	2.6	nt	-3	nt	30	-16
CCN(CC(=O)Nc1c(F)cccc1F)C(=O)c1ccc(S(=O)(=O)N2CCCCCC2)cc1	nt	3	-16	1.6	nt	-3	nt	28	-9
CCOC(=O)c1cnc2c(OC)cccc2c1N1CC(C)CC(C)C1 (configuration not stated)	0.4	34	-16	11	-11	7	-21	22	-11
Cc1cccc(C(=O)Nc2nnc(-c3cccnc3)o2)c1	-0.1	1	-10	-0.5	-6	0	-2	9	-14
COc1ccc(S(=O)(=O)NCCCn2ccnc2)cc1Cl	-0.7	3	13	-0.1	0	-5	-4	-19	10

Ordered by heavy-atom count (low to high): twelve of the compounds above.
SMILES	V1aR counter	TAAR1 agonist	TAAR1 antagonist	CHO-K1 Ca ag	OXTR potentiate	CHRM1 agonist	CHO parental Ca	M1 PAM parental	CHO-K1 Ca antag
O=[N+]([O-])c1ccc(SCCc2ccncc2)cc1	2.7&6.4	-1&3	-7&7	2.6&2.6	-6&-3	-2&-1	-3&-8	-15&8	11&3
CC(=O)N1c2ccccc2CCc2ccc(N)cc21	1.4	-1	8	0.9	-10	-4	-4	14	-9
Cc1ccc(SCCNS(=O)(=O)c2ccc(F)cc2)cc1	0.3	6	-24	1.4	-5	-2	-15	20	-6
CCOC(=O)c1cn(-c2ccccc2)nc1-c1ccncc1	-1.1	3	8	1.1	3	-5	-26	18	-5
COc1ccc(N2C(=O)NC3CC2(C)Oc2ccccc23)cc1 (configuration not stated)	-0.5	1	-18	1.5	-1	-2	-14	16	-17
CC(=O)c1ccc(Oc2nc3c(c(=O)n(C)c(=O)n3C)n2C)cc1	0.2	1	8	0.7	-8	-4	-3	-10	-6
CC(=O)NCCNc1nc2cc(-c3ccccc3C)sc2c(=O)n1C	nt	1	-16	2.6	nt	-3	nt	30	-16
CC1(c2nnc(-c3ccncc3)o2)CC(c2ccc([N+](=O)[O-])cc2)=NO1 (configuration not stated)	nt	5	7	0.0	nt	2	nt	3	-11
Cc1cc(C)nc(N2CCCC(C(=O)NCc3cccc(C(F)(F)F)c3)C2)n1 (configuration not stated)	0.0	3	-3	0.6	-2	-2	4	-2	-4
Cc1nn(C(C)C(=O)NCCCN2CCCC2)c(=O)c2nn(-c3ccccc3)c(C)c12 (configuration not stated)	0.8	1	-23	0.9	-10	-6	-15	10	-14
CCn1nc(C)c(CN2CCc3c([nH]c4ccccc34)C2c2ccc(F)c(OC)c2)c1C (configuration not stated)	0.3	2	8	1.6	-9	-10	-20	8	-1
COc1ccc(NC(C)=O)cc1NC(=O)CN1CCN(CC(=O)Nc2ccc(Cl)cc2)CC1	-0.4	6	-6	0.1	-13	2	-4	6	-3

Some of the entries so far, in markdown.
| canonical_smiles | V1aR counter | TAAR1 agonist | TAAR1 antagonist | CHO-K1 Ca ag | OXTR potentiate | CHRM1 agonist | CHO parental Ca | M1 PAM parental | CHO-K1 Ca antag |
| --- | --- | --- | --- | --- | --- | --- | --- | --- | --- |
| CCOC(=O)c1cnc2c(OC)cccc2c1N1CC(C)CC(C)C1 (configuration not stated) | 0.4 | 34 | -16 | 11 | -11 | 7 | -21 | 22 | -11 |
| Cc1cccc(C(=O)Nc2nnc(-c3cccnc3)o2)c1 | -0.1 | 1 | -10 | -0.5 | -6 | 0 | -2 | 9 | -14 |

Following part:
SMILES	V1aR counter	TAAR1 agonist	TAAR1 antagonist	CHO-K1 Ca ag	OXTR potentiate	CHRM1 agonist	CHO parental Ca	M1 PAM parental	CHO-K1 Ca antag
Cc1ccc(CNC(=O)CSc2nc(=O)n3ccc(C)cc3n2)cc1	nt	1	-17	-0.6	nt	2	nt	-5	6
CCC(C)N1CCCCC1C(=O)Nc1c(C)cc(C)cc1C (configuration not stated)	0.0	4	1	0.4	-12	-14	-10	2	-20
Cc1ccc(C(=O)N2CCN(c3ccc(N4CCOCC4)nn3)CC2)cc1	0.1	-1	3	-0.6	-3	-3	-13	-19	9
Cc1cc(C)cc(NC(=O)CCN2CCOCC2)c1	-0.9	0	12	0.3	-6	-1	-6	0	-3
CC(OC(=O)c1nn(C)c(=O)c2ccccc12)C(=O)NCc1ccc2c(c1)OCO2 (configuration not stated)	0.3	3	9	2.0	-7	-2	-15	10	-11
CC(C)C(C(=O)NCC1CCCO1)N(C(=O)CNS(=O)(=O)c1ccccc1)c1ccc(F)cc1 (configuration not stated)	-0.1	0	13	1.3	-4	-5	-16	15	-14
O=S(=O)(Nc1ccc(F)cc1)N1CCOCC1	0.0	10	-7	0.1	-4	-2	-6	11	-12
COc1ccc(S(=O)(=O)N2CCCC(C(=O)N3CCN(Cc4ccccc4)CC3)C2)cc1Cl (configuration not stated)	nt	3	-1	2.7	nt	-4	nt	-2	18
CCc1nc2ccc(C(=O)N(C)CCCN(C)C)cn2c1N(C)CCCc1ccccc1	nt	1	-2	0.0	nt	-10	nt	-11	-8
CCOC(=O)C1=C(c2ccc(O)cc2)NC(=O)NC1C (configuration not stated)	-0.2	2	-25	-0.2	-8	-4	-14	-2	5
Cn1c(SSc2ccc(-c3cccnc3)n2C)ccc1-c1cccnc1	nt	0	20	0.8	nt	-3	nt	12	-4
CO/N=C1\CCn2c1c(C)c1ccccc12	-1.2	-1	-23	-0.2	4	-7	-17	18	-17
O=C(NN(c1ccccc1)c1ccccc1)c1ccc([N+](=O)[O-])o1	-0.3	3	10	0.1	-3	-15	-16	5	-20
COc1ccc(OC)c(NC(=O)CCc2c[nH]c3ccccc23)c1	0.4	0	1	2.1	-4	-2	-18	9	-18
CCOC(=O)c1sc(N(Cc2ccccc2)C(=O)CN2C(=O)CN(C)C2=O)nc1C	0.3	5	-6	0.7	-6	2	-20	0	-4
Cc1ccc(S(=O)(=O)NCc2cccnc2)cc1	1.2	1	-11	2.4	-12	-2	-11	5	2
O=C(Cn1cc([N+](=O)[O-])cn1)Nc1ccn(Cc2c(F)c(F)cc(F)c2F)n1	0.5	18	4	0.0	-4	-2	-15	2	-14
Nc1c(C(=O)NC2CCCC2)c2nc3ccccc3nc2n1/N=C/c1cccnc1	0.3	3	-15	0.9	-2	-2	-11	18	-9

High-throughput results: PubChem, The Scripps Research Institute Molecular Screening Center
